HttQ103 aggreg: reduces HttQ103-GFP aggregates in PC12 cells. PC12 HttQ103-GFP aggregates, Acumen cytometry, 40 h. Potency, µM (doses to about 46.1 µM), for inactives: at the top dose activity change, negative = inhibition, hits mostly inhibitors. 220,000 compounds, 1.1% hits; also: potency is read from the fitted curve at half-maximal effect; % is scaled to controls: 0 for no effect and ±100 for the full control effect; nearly all actives have a fitted effect of over 60% in size
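PC12 cells stably carrying ecdysone-inducible HTT exon 1 Q103–GFP were induced with tebufenozide (100 nM final) and treated with library compounds in titration. GFP aggregates in lysates were counted by laser scanning cytometry.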
IMPase Li cell: membrane-permeable IMPase blocker, potentiated with lithium | Potency, µM (doses to about 59.4 µM), for the others: at the top dose activity, negative = IMPase inhibition, usual class: inhibitors | 210,000 compounds, 0.35% hits | CHO-M1 cells, IP1 TR-FRET (IP-One), carbachol + lithium;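 also: IP1 builds up when IMPase is blocked and the TR-FRET signal falls; potency is read from the fitted curve at half-maximal effect; plate controls were basal vehicle for no effect and high inhibitor control for full effect; nearly all actives have a fitted effect of over 50% in size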
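Readout is a homogeneous TR-FRET IP1 immunoassay (Ex 320, Em 665 and 620), where raised cytosolic IP1 lowers signal. Cells were CHO-M1 treated 30 min at 37C with test compounds plus a little lithium; AC50 values came from Hill-equation fitting.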
SMN2 splice enh: SMN2 splice variant enhancement; HEK293 SMN2-luciferase splicing reporter, luminescence, 30-36 h; Potency, µM (doses to about 46.1 µM), without a hit: at the top dose activity change, positive = activation, most hits filed as activators; 210,000 compounds, 2.8% hits; also: potency is read from the fitted curve at half-maximal effect; % of control where 0% means no effect; nearly all actives have a fitted effect of over 55% in size
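HEK293 cells carry an SMN2 minigene-luciferase reporter in which exon 7 inclusion puts luciferase in frame. Cells were seeded at 2000 cells/well, attached for 10-12 hours, then exposed to compounds for 30-36 hours at 37C before ONE-Glo luminescence.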
CBFb RUNX1 block: inhibitors of human CBF-beta and RUNX1 interaction. Q01196+Q13951. Potency, µM (top dose mostly 59.8 µM), for the others: top-dose activity, negative = inhibition, hits mostly inhibitors. AlphaScreen CBFb-His/RUNX1-biotin binding, biochemical. 230,000 tested, under 10 active; also: % of control where 0% means no effect
Target sequence (Q01196 whole entry, looked up): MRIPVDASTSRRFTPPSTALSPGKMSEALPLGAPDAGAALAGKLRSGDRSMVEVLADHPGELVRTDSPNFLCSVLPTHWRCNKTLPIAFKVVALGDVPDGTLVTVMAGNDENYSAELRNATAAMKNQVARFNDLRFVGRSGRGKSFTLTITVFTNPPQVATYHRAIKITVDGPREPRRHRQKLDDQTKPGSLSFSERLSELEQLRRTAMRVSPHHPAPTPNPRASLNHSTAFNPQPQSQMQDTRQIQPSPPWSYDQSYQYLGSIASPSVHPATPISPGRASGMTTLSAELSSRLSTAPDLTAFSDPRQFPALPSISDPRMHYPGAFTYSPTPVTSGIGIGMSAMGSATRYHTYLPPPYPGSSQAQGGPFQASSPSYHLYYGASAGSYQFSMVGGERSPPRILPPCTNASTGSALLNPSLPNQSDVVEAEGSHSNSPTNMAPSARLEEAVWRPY
Target sequence (Q13951 whole entry, looked up): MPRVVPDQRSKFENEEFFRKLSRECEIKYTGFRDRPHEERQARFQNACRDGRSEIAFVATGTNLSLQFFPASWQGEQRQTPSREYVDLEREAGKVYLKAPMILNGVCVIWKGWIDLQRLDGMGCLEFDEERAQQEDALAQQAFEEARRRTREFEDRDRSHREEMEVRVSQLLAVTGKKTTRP
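AlphaScreen binding: CBFb-His and RUNX1-biotin (30 nM each) preincubated 20 min, compound added for 15 min, then nickel and streptavidin beads for 90 min, all at room temperature. Disruption of the interaction by any mechanism counts as activity.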
KinaseGlo FLuc: counter-screen: inhibitors of Kinase-Glo firefly luciferase; Kinase-Glo luciferase, ATP luminescence, 8 min; Potency, µM (highest dose often 38.3 µM), for the others: top-dose activity change, negative = inhibition, usual class: inhibitors; 200,000 compounds, 0.28% hits; also: potency is read from the fitted curve at half-maximal effect; % is scaled to controls: 0 for no effect and ±100 for the full control effect; nearly all actives have a fitted effect of over 60% in size
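Compounds were added to a substrate mix at pH 7.2 (50 mM imidazole, 10 uM ATP, within the enzyme's linear range), followed by Kinase-Glo detection reagent; luminescence was measured after 8 minutes at ambient temperature.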
LMNA splice mod: LMNA splicing modulation. HeLa LMNA splicing GFP/RFP minigene ratio, 48 h. Potency, µM (top dose mostly 46.1 µM), for the others: at the top dose ratio change, negative = inhibition, most hits filed as inhibitors. 200,000 compounds, 0.01% hits; active = well fitted inhibition curve with a large enough effect in the signal ratio, with a control signal flat, not every such curve was filed as active; inconclusive = small, poorly fitted or top-dose-only effect, or effect the other way, or a change in a side signal; the % refers to the signal ratio; also: potency is read from the fitted curve at half-maximal effect; % is scaled to controls: 0 for no effect and ±100 for the full control effect
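S3 HeLa stable clones carrying a lamin A-EGFP splicing minigene plus DsRed2 were seeded at 600 cells/well in Opti-MEM with 2% FBS, pin-dosed and incubated 48 h at 37°C. Acumen cytometry (488 nm) gave the GFP/RFP total-intensity ratio.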
HTT ATP protect: protects HTT-Q103 PC12 cells, measured by ATP | PC12 HTT-Q103 induced, cytoprotection, ATP luminescence, 40 h | Potency, µM (series often up to 56.4 µM), for inactives: cytoprotection (ATP increase), usual class: activators | 230,000 compounds, 0.14% hits;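 also: potency is read from the fitted curve at half-maximal effect; % of control where 0% means no effect; nearly all actives have a fitted effect of over 45% in size; toxic huntingtin expression switched on by the ecdysone agonist tebufenozide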
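Readout: ATPlite luminescence (ATP level). Model: stable PC12, inducible Htt exon1 Q103-GFP. Inducer: tebufenozide, 100 nM final. Compounds: dose series. No G418 in medium.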
The depositor's hits bear a star; ? = inconclusive; · = no result given; [ ] = another dose, or the depositor's remark. Unless noted, calls follow the shape of the dose curve; as a rule, active = well fitted curve in the direction sought with a large enough effect; inconclusive = small, poorly fitted or top-dose-only effect, or another doubt; inactive = no such curve, though single readings can be large; an effect the other way counts as inactive or inconclusive.

1: CCN(CC)C(=O)Cn1c(=O)n(-c2ccccc2)c(=O)n1CC(=O)N(CC)CC
2: CCOc1ccc(N2CC(O)=C(c3nc4ccccc4c(=O)[nH]3)C2=N)cc1
3: CCN(CC)CCCNC(=O)c1ccc(Cl)c(S(=O)(=O)Nc2ccccc2OC)c1
4: O=C(Cn1cc(C(=O)c2ccco2)c2ccccc21)NC1CCCC1
5: C=CCN1C(=NC(=O)CCCC(=O)O)SC2CS(=O)(=O)CC21 (stereo not given)
6: Nc1nc(NCCCN2CCOCC2)nc(Nc2ccc(Cl)cc2)c1[N+](=O)[O-]

screen / no.	1	2	3	4	5	6
LMNA splice mod	?	?	6%	?	4%	·
CBFb RUNX1 block	?	4%	-1%	4%	4%	-4%
IMPase Li cell	0%[38.3 µM]	?	23%[38.3 µM]	·	4%[38.3 µM]	·
SMN2 splice enh	-20%	9%	3%	·	4%	·
KinaseGlo FLuc	10%	1%	0%	·	-2%	·
HttQ103 aggreg	8%	18%	1%	12%	-3%	2%[9.22 µM]
HTT ATP protect	-2%	9%[10 µM]	-3%	-11%[10 µM]	-10%	5%[10 µM]

Two of the compounds above, field by field:
[2] CCOc1ccc(N2CC(O)=C(c3nc4ccccc4c(=O)[nH]3)C2=N)cc1
  LMNA splice mod: ?
  CBFb RUNX1 block: 4%
  IMPase Li cell: ?
  SMN2 splice enh: 9%
  KinaseGlo FLuc: 1%
  HttQ103 aggreg: 18%
  HTT ATP protect: 9%[10 µM]

[3] CCN(CC)CCCNC(=O)c1ccc(Cl)c(S(=O)(=O)Nc2ccccc2OC)c1
  LMNA splice mod: 6%
  CBFb RUNX1 block: -1%
  IMPase Li cell: 23%[38.3 µM]
  SMN2 splice enh: 3%
  KinaseGlo FLuc: 0%
  HttQ103 aggreg: 1%
  HTT ATP protect: -3%

Continuation.
7: O[C@H](CN1CCN(c2cccc(Cl)c2)CC1)C(c1ccccc1)c1ccccc1
8: COC(=O)c1nc(NC2=NCCCCC2)n[nH]1
9: O=C(CSc1nnc(-c2ccco2)o1)NC1CCCCC1
10: Cc1cc(C)cc(Oc2ccccc2/C=N\O)c1
11: COc1cc(NC(N)=S)c(OC)cc1Cl
12: COc1cc(OC)cc(C(=O)NCC(=O)OCc2csc(-c3ccccc3)n2)c1

screen / no.	7	8	9	10	11	12
LMNA splice mod	·	5%	2%	-1%	·	-1%
CBFb RUNX1 block	5%[21.7 µM]	8%	3%	2%	0%	-9%
IMPase Li cell	22%	2%[38.3 µM]	-4%[38.3 µM]	17%[38.3 µM]	·	0%
SMN2 splice enh	·	2%	-26%	10%	·	10%
KinaseGlo FLuc	2%	-3%	1%	2%	·	-1%
HttQ103 aggreg	·	-1%	15%[9.22 µM]	9%	-14%[9.22 µM]	-9%
HTT ATP protect	-3%	-1%[10 µM]	-1%	-18%[10 µM]	0%[10 µM]	-2%[10 µM]

13: COc1ccc(NC(=O)C(c2ccc(OC)cc2)N(C)C(=O)c2cnccn2)cc1 (stereo not given)
14: Cc1c(C(c2cc3c(cc2Br)OCO3)c2c(C)n(C)n(-c3ccccc3)c2=O)c(=O)n(-c2ccccc2)n1C
15: c1ccc(CSc2nnc(-c3ccco3)o2)cc1
16: O=C(O)C1CCC(=O)N1Cc1ccc(F)cc1 (stereo not given)
17: CCOC(=O)N1CCN(S(=O)(=O)c2cc(OCC(N)=O)c(C)cc2Cl)CC1
18: Cc1nnc(N/N=C/c2ccc(-c3ccccc3F)o2)n1N

screen / no.	13	14	15	16	17	18
LMNA splice mod	-20%	10%	·	7%	-6%	·
CBFb RUNX1 block	-14%	3%	7%	1%	4%	1%
IMPase Li cell	11%[38.3 µM]	0%[38.3 µM]	·	21%[38.3 µM]	9%[38.3 µM]	-3%
SMN2 splice enh	-1%	0%	·	25%	·	·
KinaseGlo FLuc	5%	-6%	·	-1%	-3%	·
HttQ103 aggreg	-3%	-2%	-11%[9.22 µM]	3%	-8%	-15%
HTT ATP protect	-19%	-27%	-16%[10 µM]	10%	-4%	-60%[inhibitor]

19: NN(CCO)C(=S)Nc1ccc(Cl)cc1
20: COC(=O)C(C(=O)OC)c1ncc(C(F)(F)F)cc1Cl
21: CCNC(=S)Nc1cc(Cl)ccc1Oc1ccccc1
22: CCOC(=O)C(O)(CC(=O)Nc1cc(F)ccc1C)C(F)(F)F (stereo not given)
23: CN1CCN(NC(=O)c2ccc(F)cc2)CC1
24: CCCc1cc(C(=O)Nc2sc(C)c(CC)c2C#N)no1

screen / no.	19	20	21	22	23	24
LMNA splice mod	-14%[46 µM]	9%[46 µM]	?	-4%	5%	?
CBFb RUNX1 block	6%	23%	7%	10%	-2%	?
IMPase Li cell	-3%	2%	-6%	4%	-10%[38.3 µM]	22%[38.3 µM]
SMN2 splice enh	21%	4%	-34%[inhibitor]	-7%	-1%	6%
KinaseGlo FLuc	1%	4%	-3%	-3%	0%	-1%
HttQ103 aggreg	-7%	24%	-8%	-26%	-6%	-14%
HTT ATP protect	-29%	-116%	·	6%[10 µM]	17%	20%[10 µM]

25: CCOC(=O)c1ccc(S(=O)(=O)N2CCC(C(=O)OCC)CC2)cc1
26: Cn1c(=O)c2c(=O)cc(NNC(=O)C(C)(C)C)[nH]c2n(C)c1=O
27: O=C(NCCCn1ccnc1)NC(C(F)(F)F)C(F)(F)F
28: CCN(c1ccc(NC(=O)COC(=O)c2cccs2)cc1)C(C)C
29: O=C1c2ccccc2C(=O)N1CCc1csc(-c2ccc(F)cc2)n1
30: CC(=C/c1ccccc1)/C=N/Nc1nc(N2CCCCC2)nc(N2CCCCC2)n1

screen / no.	25	26	27	28	29	30
LMNA splice mod	6%	-3%	-5%	2%	?	-6%
CBFb RUNX1 block	0%	5%	-6%	-10%	21%	4%
IMPase Li cell	1%[38.3 µM]	17%[38.3 µM]	13%[38.3 µM]	41%[activator][38.3 µM]	22%	1%
SMN2 splice enh	-10%	12%	30%	?	0%	-17%
KinaseGlo FLuc	-7%	3%	3%	0%	0%	-2%
HttQ103 aggreg	?	-9%	-9%	-14%[9.22 µM]	-14%	6%
HTT ATP protect	9%	-3%	3%[0.074 µM]	-17%	-10%[10 µM]	-26%[10 µM]

Among those listed so far, 2 have a thiophene ring, fused or not.
24: CCCc1cc(C(=O)Nc2sc(C)c(CC)c2C#N)no1
28: CCN(c1ccc(NC(=O)COC(=O)c2cccs2)cc1)C(C)C

screen / no.	24	28
LMNA splice mod	?	2%
CBFb RUNX1 block	?	-10%
IMPase Li cell	22%[38.3 µM]	41%[activator][38.3 µM]
SMN2 splice enh	6%	?
KinaseGlo FLuc	-1%	0%
HttQ103 aggreg	-14%	-14%[9.22 µM]
HTT ATP protect	20%[10 µM]	-17%

Further results.
31: CCN(CC)CCCN1CC(O)=C(c2nc3ccccc3s2)C1=N
32: CCOC(=O)c1c(C)[nH]c(C)c1C(=O)COC(=O)c1ccc(OC)c(OC)c1
33: CC1CC2=C(C(=O)O1)C(C)Nc1ccccc1N2 (stereo not given)
34: NS(=O)(=O)c1ccc(Nc2nc(-c3ccc4ccccc4c3)cs2)cc1
35: S=c1[nH]nc(C2COc3ccccc3O2)o1 (stereo not given)
36: Cc1ccc(Nc2nc(C(=O)N3CCC(C(=O)N4CCN(C)CC4)CC3)cs2)cc1

screen / no.	31	32	33	34	35	36
LMNA splice mod	8%	?	-3%	5%	3%	-2%
CBFb RUNX1 block	3%	5%	13%	-9%	9%	-3%
IMPase Li cell	32%[38.3 µM]	6%	4%	8%[38.3 µM]	-3%[38.3 µM]	1%[38.3 µM]
SMN2 splice enh	24%	9%	13%	-47%[inhibitor]	0%	7%
KinaseGlo FLuc	-1%	-2%	-3%	-2%	12%	-1%
HttQ103 aggreg	6%	2%	21%	5%	11%	-3%
HTT ATP protect	33%	2%[10 µM]	17%[10 µM]	5%	0%	1%

37: O=S(=O)(c1cnccc1N1CCN(/N=C/c2ccccc2)CC1)N1CCCCC1
38: FC(F)(F)c1cccnc1Oc1ccc(C2=NCCS2)cc1
39: O=C(NC(Nc1nc2ccc([N+](=O)[O-])cc2s1)(C(F)(F)F)C(F)(F)F)c1ccccc1
40: O=C(CNC(=O)c1ccc2c(c1)OCCO2)N/N=C/c1ccc(Cl)cc1
41: Cc1ccc(N=C/C(C(=O)C(F)(F)F)=C(\O)c2ccco2)cc1Cl
42: CCOC(=O)C(=O)N1CCN(CC)CC1

screen / no.	37	38	39	40	41	42
LMNA splice mod	10%	·	?	·	-2%	-3%
CBFb RUNX1 block	1%	9%	-4%	-3%	-4%	-23%
IMPase Li cell	9%[38.3 µM]	·	37%[activator][38.3 µM]	2%	·	-5%
SMN2 splice enh	-3%	·	-81%[inhibitor]	-1%	·	-4%
KinaseGlo FLuc	6%	·	-4%	-1%	·	2%
HttQ103 aggreg	15%	16%[9.22 µM]	0.13µM*	-10%	-12%	6%
HTT ATP protect	-32%	12%[10 µM]	-55%[inhibitor][10 µM]	-36%[inhibitor]	-26%[10 µM]	12%[10 µM]

43: CC1CC1c1ccc(/C=C(\C#N)C(=O)Nc2ccccc2Cl)o1 (stereo not given)
44: CCCC1=C(C(=O)OCC)C(c2cc(Cl)cc(OC)c2OCC(=O)OCC)NC(=O)N1 (stereo not given)
45: c1ccc(CCc2nn3c(-c4ccncc4)nnc3s2)cc1
46: NC(=O)c1c(NC(=O)CN2C(=O)NC(Cc3ccccc3)C2=O)sc2c1CCC2 (stereo not given)
47: Brc1ccccc1-c1cnco1
48: Cc1nn(C(C)C(=O)NCc2ccco2)c(C)c1[N+](=O)[O-] (stereo not given)

screen / no.	43	44	45	46	47	48
LMNA splice mod	?	3%	-4%	·	·	?
CBFb RUNX1 block	21%	5%	1%	4%	5%	2%
IMPase Li cell	14%	20%[38.3 µM]	10%[38.3 µM]	·	-7%	2%
SMN2 splice enh	?	18%	-13%	·	·	3%
KinaseGlo FLuc	-1%	0%	-1%	·	1%	-2%
HttQ103 aggreg	12%	-2%	1.1µM*	14%[9.22 µM]	-11%	-1%
HTT ATP protect	-4%[10 µM]	-8%	10%[10 µM]	11%[10 µM]	7%	?
